AMA1-RON2 inh: inhibitors of Plasmodium falciparum AMA1-RON2 interaction; AlphaScreen AMA1-biotinylated RON2 peptide binding; Potency, µM (top dose mostly 58.2 µM), for the others: at the top dose activity change, negative = inhibition, hits mostly inhibitors; 0.2% of 360,000 active; AID 720542;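 further: potency means the concentration at half of the fitted maximal effect; 0% = vehicle wells and -100% = peptide control; nearly all actives have a fitted effect of over 45% in size; some results filed as inactive show a strong effect at the top dose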
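AMA1 (3D7) with his tag at 25 nM final met compounds first, then biotinylated RON2 peptide at 25 nM; detection used donor plus acceptor beads, 10 µg/mL apiece, read by AlphaScreen after 30 min at room temperature.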
HCV inhibitor: blocks hepatitis C virus. Huh7.5.1 HCVcc-Cre infection, luciferase reporter, 44 h. Potency, µM (titrated, usually from 41.8 µM), inactives show at the top dose activity change, negative = inhibition, actives largely listed as inhibitors. 3.4% of 340,000 active. AID 651820; further: potency means the concentration at half of the fitted maximal effect
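Compounds are dispensed onto cells plated 4 h earlier at 1,000 per well, with HCVcc-Cre virus (about 0.5 moi) added next. Following 44 h of culture, luminescent signal is measured for 15 sec after 15 min with substrate at room temperature.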
AmpC inh detg: inhibitors of E. coli AmpC beta-lactamase with detergent | AmpC hydrolysis of nitrocefin, absorbance 480 nm, 0.01% Triton | Potency, µM (doses to about 114 µM), for the others: at the highest dose activity change, negative = inhibition, most hits filed as inhibitors | AID 485294 | P00811 | 0.041% of 370,000 active;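 further: potency means the concentration at half of the fitted maximal effect; 0% = no-compound wells and -100% = no-enzyme wells; nearly all actives have a fitted effect of over 25% in size; some results filed as inactive show a strong effect at the top dose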
Target sequence (P00811 whole entry, looked up): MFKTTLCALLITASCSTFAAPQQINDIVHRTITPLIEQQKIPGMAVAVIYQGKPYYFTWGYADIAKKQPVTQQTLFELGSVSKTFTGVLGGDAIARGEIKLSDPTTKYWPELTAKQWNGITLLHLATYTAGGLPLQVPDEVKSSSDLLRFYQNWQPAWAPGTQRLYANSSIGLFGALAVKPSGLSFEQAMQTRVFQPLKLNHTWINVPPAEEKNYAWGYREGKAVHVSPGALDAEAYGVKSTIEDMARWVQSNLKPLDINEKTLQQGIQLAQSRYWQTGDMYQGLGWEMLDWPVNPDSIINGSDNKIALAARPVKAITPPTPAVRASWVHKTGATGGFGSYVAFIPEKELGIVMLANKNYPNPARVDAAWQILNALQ
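AmpC (5.3 nM in the dispensed reagent) in 20 mM phosphate pH 7.0 with 0.01% (detergent screen) or 0.0001% Triton X-100 was preincubated with compounds for 15 min at room temperature. Nitrocefin was then added from an 800 uM solution, and hydrolysis was followed at 480 nm.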
HCMV antiviral: blocks human cytomegalovirus replication. activity change, negative = inhibition, % at 57.5 µM. 4.5% of 410,000 active. HFF cells, HCMV-luciferase reporter, 72 h; active compounds read low; in the data active means activity change below about -60%; inconclusive means no clear call, values can overlap the other calls; inactive means above about -39%
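Cell-based, HFFs, 1000 cells/well, 16 h 37C; cpds in DMSO + HCMV-luc, MOI 1 PFU/cell; 72 h 37C; OneGlo luminescence after 5 min RT; norm. to buffer vs Salinomycin 10uM.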
Sm TGR inh: blocks Schistosoma mansoni thioredoxin glutathione reductase; Q962Y6; purified TGR, DTNB reduction, TNB absorbance 405 nm; Potency, µM (titrated, usually from 114 µM), for the others: at the top dose activity change, negative = inhibition, hits mostly inhibitors; 3% of 360,000 active; further: potency means the concentration at half of the fitted maximal effect; nearly all actives have a fitted effect of over 60% in size
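Kinetic colorimetric format: TGR-catalysed, NADPH-driven DTNB reduction monitored via TNB absorbance. Enzyme dispensed at 20 nM; compound exposure 15 min at room temperature before reaction start.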
Giardia FBPA inh: blocks Giardia fructose-bisphosphate aldolase activity; AID 2451; purified Giardia FBPA; Potency, µM (titrated, usually from 59.6 µM), without a hit: at the top dose activity, negative = inhibition, most hits filed as inhibitors; A8B2U2; 0.71% of 290,000 active; further: potency means the concentration at half of the fitted maximal effect; nearly all actives have a fitted effect of over 55% in size
Target sequence (A8B2U2 whole entry, looked up): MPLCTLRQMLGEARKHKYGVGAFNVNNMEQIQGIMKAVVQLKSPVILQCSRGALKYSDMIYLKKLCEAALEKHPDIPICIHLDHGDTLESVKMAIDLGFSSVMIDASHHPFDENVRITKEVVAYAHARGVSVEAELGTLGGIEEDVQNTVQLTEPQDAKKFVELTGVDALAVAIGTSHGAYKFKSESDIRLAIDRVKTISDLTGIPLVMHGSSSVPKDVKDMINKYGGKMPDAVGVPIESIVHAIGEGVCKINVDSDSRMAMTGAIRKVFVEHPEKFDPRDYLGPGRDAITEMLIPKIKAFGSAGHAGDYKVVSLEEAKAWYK
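Giardia FBPA (40 nM reagent) was preincubated 10 min at RT with compound (up to 57.5 uM final), then substrate plus GAPDH/TPI/NAD/arsenate coupling system with diaphorase/resazurin was added; resorufin fluorescence (525/598 nm) was read after 20 min.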
* hit, by the source's call; ? = inconclusive; . = no result given; [ ] = another dose, or the depositor's remark. Unless noted, the call rests on the fitted dose curve; in most records, active means well fitted curve in the direction sought with a large enough effect; inconclusive means small, poorly fitted or top-dose-only effect, or another doubt; inactive means no such curve, though single readings can be large; an effect the other way counts as inactive or inconclusive. Unless noted, on the % scale 0 is the no-effect control and ±100 the full control effect.

A first look:
SMILES	AMA1-RON2 inh	HCV inhibitor	AmpC inh detg	HCMV antiviral	Sm TGR inh	Giardia FBPA inh
OCCN(Cc1nc(-c2ccc3c(c2)OCO3)no1)Cc1cccs1	3%	3%	?	-18	-1%	3%
C/C=C(\C)C(=O)NCCN1C2=NC[C@@H](C)N2C[C@@H]1Cc1ccc(OC)cc1	11%	23%	10%	-20	-1%	5%
COc1ccc(CCN(C)C2CCCN(C(=O)c3sccc3C)C2)cc1OC (configuration not stated)	-12%	2%	-16%	-27	-32%	-1%
N#CCCN1CCCc2cc(N=Nc3ccc(C(F)(F)F)cc3)ccc21	?	?	?	14	6%	2%

This part in full, from the start:
SMILES	AMA1-RON2 inh	HCV inhibitor	AmpC inh detg	HCMV antiviral	Sm TGR inh	Giardia FBPA inh
OCCN(Cc1nc(-c2ccc3c(c2)OCO3)no1)Cc1cccs1	3%	3%	?	-18	-1%	3%
C/C=C(\C)C(=O)NCCN1C2=NC[C@@H](C)N2C[C@@H]1Cc1ccc(OC)cc1	11%	23%	10%	-20	-1%	5%
COc1ccc(CCN(C)C2CCCN(C(=O)c3sccc3C)C2)cc1OC (configuration not stated)	-12%	2%	-16%	-27	-32%	-1%
N#CCCN1CCCc2cc(N=Nc3ccc(C(F)(F)F)cc3)ccc21	?	?	?	14	6%	2%
CN(Cc1ccccc1)S(=O)(=O)c1ccc(Cl)c(C(=O)NCCc2ccccn2)c1	-3%	?	-6%	15	6%	3%
Cc1cc2c(C)ccc(C)c2nc1SCC(=O)c1cccs1	17%	-5%	?	-18	5%	-4%
O=[N+]([O-])c1ccc(Cl)c(/C=N/n2c(COc3ccccc3)n[nH]c2=S)c1	62%[activator]	-13%	?	-30	26%	5%
O=C(CCN1CCN(c2ccccn2)CC1)Nc1ccc(F)cc1	-3%	17%	-5%	48	0%	3%
CN(C)S(=O)(=O)c1ccc(NC(=O)CN2C(=O)NC3(CCCC3)C2=O)cc1	-7%	-28%	-7%	8	2%	-3%
CC(C)(O)C#Cc1ncc(C(F)(F)F)cc1Cl	3%	-4%	5%	-31	-18%	6%
Cc1cc(Cl)c(S(=O)(=O)Nc2ccc3c(c2)OCCO3)cc1OCC(=O)NC1CCCCC1	-7%	-19%	?	-70*	-5%	-1%
COc1ccc(C)cc1NC(=O)CN1CCN(S(=O)(=O)c2ccc3ccccc3c2)CC1	-14%	?	3%	?	7%	.
CN(C)CC/C=C1\c2ccccc2CSc2ccccc21	-2%	?	-7%	13	-3%	0%[21.7 µM]
COC1=NC2=NCCN2C(OC)=N1	5%	0%	.	-14	.	.
CCOc1ccc(NC(=O)c2cc(CN3CCCC3)on2)cc1	.	.	-11%	-2	-2%	.
Cc1ccc(CNCC(=O)Nc2ccc(C)cc2Br)cc1	34%	17%	-5%	-64*	1%	-3%
CCOC(=O)c1cc2sccc2n1CC(=O)Nc1ccc(OC)cc1OC	-2%	-1%	-2%	28	-8%	2%
CCOc1ccccc1NC(=O)CSc1ccccc1	7%	-9%	-15%	-27	4%	-10%
CCn1ncc([N+](=O)[O-])c1C(=O)Nc1c(C)nn(Cc2ccc(F)cc2)c1C	13%	-4%	6%	-31	9%	-3%
CC(=O)CCc1oc2ccccc2c1-c1ccccc1	3%	-6%	-1%	-15	-26%	9%

Reprinted at random: 2 records from the list.
SMILES	AMA1-RON2 inh	HCV inhibitor	AmpC inh detg	HCMV antiviral	Sm TGR inh	Giardia FBPA inh
O=C(CCN1CCN(c2ccccn2)CC1)Nc1ccc(F)cc1	-3%	17%	-5%	48	0%	3%
CN(Cc1ccccc1)S(=O)(=O)c1ccc(Cl)c(C(=O)NCCc2ccccn2)c1	-3%	?	-6%	15	6%	3%

Continuation.
SMILES	AMA1-RON2 inh	HCV inhibitor	AmpC inh detg	HCMV antiviral	Sm TGR inh	Giardia FBPA inh
Cc1oc(-c2ccccc2Cl)nc1CSCC(=O)NC1CC1	5%	?	-12%	18	-16%	0%
O=S(=O)(NNC(=S)NCC1CCCO1)c1cc(Cl)ccc1Cl (configuration not stated)	7%	19%	8%	19	?	.
CN1c2ccccc2-c2nc(SCC(=O)Nc3ccccc3C(F)(F)F)ncc2S1(=O)=O	.	.	3%	7	8%	.
CCc1ccc(OCC(=O)Nc2ccc3[nH]ncc3c2)cc1	4%	3%	-8%	11	5%	-1%
COc1cccc(CNC(=O)c2oc3c(c2C)-c2nn(Cc4cccc(Cl)c4)cc2CC3)c1OC	.	.	15%	46	8%	.
COc1ccc(C2(C)NC(=O)N(CC(=O)N(c3ccccc3)C3CCS(=O)(=O)C3)C2=O)cc1 (configuration not stated)	-8%	7%	.	-18	.	.
COc1ccc(CCNC(=O)CSc2nnc(CNc3ccc(Cl)cc3)o2)cc1OC	4%	?	-12%	-20	-21%	4%
C[C@H](NC(=O)c1ccco1)C(=O)N1CCN(c2ccc(C(F)(F)F)cn2)CC1	2%	-12%	.	-25	.	.
C[C@H](O)[C@@H](C(=O)N1CCN(C(=O)OC(C)(C)C)CC1)n1cc(CCCCNC(=O)OC(C)(C)C)nn1	-1%	-5%	-3%	-18	-9%	4%
CN(C(=O)COC(=O)c1cc(=O)[nH]c2ccccc12)c1ccccc1	-6%	-3%	.	27	.	.
O=C(c1cc(-c2cccc(O)c2)on1)N1CCN(C(c2ccccc2)c2ccccc2)CC1	-8%	?	?	-27	-13%	-2%
O=C(CCN1C(=O)C2C3CCC(C3)C2C1=O)OCC(=O)c1ccc(Cl)cc1 (configuration not stated)	0%	16%	-13%	6	0%	.
COc1ccc(CCN(C)CCC(=O)Nc2cc(C)ccc2C)cc1OC	-7%	-20%	2%	12	30%	-15%
CCOC(=O)c1nc(N/N=C/c2ccccc2)sc1Br	29%	?	?	-9	-24%	5%
O=C(NCc1ccc2c(c1)OCO2)c1ccc(N2CCCC2=O)cc1	-10%	-4%	2%	12	1%	2%
COC(=O)c1cc(NC(=O)C2C3C=CC(C3)C2C(=O)O)cc(C(=O)OC)c1 (configuration not stated)	-18%	.	4%	12	-27%	10%
CCOC(=O)N1CCN(C(=O)CSc2nnc(-c3ccc(C)c(C)c3)o2)CC1	0%	2%	?	-17	-2%	2%
CCCCN(C(=O)COc1ccc(C)cc1OC)c1c(N)n(CCC)c(=O)[nH]c1=O	7%	23%	0%	2	9%	0%
Cn1cc(CN2CCN(c3cnccn3)CC2)c(-c2cccc(Cl)c2)n1	4%	6%	9%	-35	-34%	-3%
CC1(C)CC(=O)C=C(c2ccc(Oc3ccccc3)cc2)C1	0%	-7%	-6%	23	1%	.
CCCCCCc1c(C)c2c(cc(C)c3c(C)coc32)oc1=O	.	.	11%	2	2%	.
COc1ccc(OC)c(/C=N/NC(=O)CCc2ccc(O)c(O)c2)c1	-17%	-17%	2%	-39	20µM*	-11%
Cc1noc(-c2ccc(-c3noc(-c4cccc(F)c4)n3)cc2)n1	.	.	-1%	4	-8%	.
O=C(/C=C\c1ccc2c(c1)OCO2)NC1(C(=O)Nc2ccc3c(c2)OCCO3)CCCCC1	13%	-6%	-3%	-88*	-5%	1%
Cc1ccn(C)c(=N)c1	-4%	18%	-12%	12	17%	2%
O=C(Nc1ccc(S(=O)(=O)N2CCc3ccccc32)cc1)c1ccco1	0%	8.9µM*	-10%	-81*	-16%	-1%
CCC(=O)Nc1cc2c(cc1C(C)=O)OCCO2	8%	?	-14%	40	3%	0%
CCOCCOC(=O)c1[nH]c2c(c1C)C(=O)CC(c1ccccc1)C2 (configuration not stated)	-11%	?	-15%	-71*	-4%	-10%
COc1ccc(-c2nnc3c4ccccc4c(C)nn23)cc1	0%	-11%	?	135	2%	4%
Cc1ccc(Cn2nnc3c(=O)[nH]c(C4CCN(S(=O)(=O)c5cc(C)ccc5C)CC4)nc32)cc1	0%	?	-1%	37	6%	-7%
O=C1OC(c2ccco2)=N/C1=C\c1ccc(-c2cccc(C(F)(F)F)c2)o1	-6%	7%	?	-37	-2%	5%
COCCNC(=O)C(c1ccccc1)N(C(=O)Cn1nnc2ccccc21)c1cccnc1 (configuration not stated)	0%	2%	-7%	-7	-1%	-3%
Cc1ccc(S(=O)(=O)NCC23C=CC(O2)C2C(=O)N(c4ccccc4)C(=O)C23)cc1 (configuration not stated)	12%	-6%	?	23	3.2µM*	0%
CS(=O)(=O)Nc1ccc(C(=O)Nc2ccc(S(=O)(=O)N3CCCC3)cc2)cc1	5%	7%	2%	-20	-6%	1%
Cc1ccccc1NC(=O)CSc1nn2c(=O)c(C)nnc2s1	92%[activator]	-1%	-4%	-35	5%	-7%
COc1ccc(C(CC(=O)O)NC(=O)c2ccccc2)cc1OC (configuration not stated)	-6%	26%	-4%	5	0%	1%
CCCS(=O)(=O)N1CCN(c2cc3c(cc2[N+](=O)[O-])n(C)c(=O)n3C)CC1	1%	?	-4%	-11	2%	-5%
CCc1cccc(NC(=O)C2CCN(S(=O)(=O)c3cccs3)CC2)c1	12%	?	?	-22	-18%	-1%
COc1ccc(OC)c(N(CC(=O)Nc2ccccc2)S(C)(=O)=O)c1	-4%	-30%	-3%	-23	0%	9%
O=C(Nc1ccccc1)NC(Cc1ccc(O)cc1)C(=O)O (configuration not stated)	-15%	3%	-5%	-10	26%	0%
CCOc1ccc2nc(COC(=O)c3ccco3)c(C(C)=O)[n+]([O-])c2c1	-7%	28%	-13%	-12	?	5%
CC(C)C(NC(=O)c1ccccc1)C(=O)OCC(=O)N1CCN(c2ccccc2)CC1 (configuration not stated)	-15%	-9%	?	?	-13%	.
COc1ccc(-c2csc(N(CCCN(C)C)C(=O)c3cccs3)n2)cc1	-19%	?	-15%	-34	-1%	-11%
C=CCOC(=O)N1CCN(c2cccc(C(F)(F)F)c2)CC1	5%	10%	-10%	-4	7%	-5%
Cn1c(N)c(C(=O)COC(=O)CCCc2nc3ccccc3s2)c(=O)n(C)c1=O	-11%	5%	-12%	0	4%	3%
CCCCNC(=O)c1[nH]c2ccccc2c1Sc1ccc(C)cc1	.	.	-11%	2	2%	.
COc1ccc(Cn2c(C(=O)O)c(CNCc3ccc(C)o3)c3ccc(OC)cc32)cc1	.	.	-7%	-15	2%	.
CC(C)(C)C(=O)NC(=S)N1CCOCC1	-5%	5%	8%	-3	4%	-9%
Cc1ncc(CC(=O)n2cc(C(=O)c3cc(Cl)ccc3O)cn2)s1	119%[activator]	14%	-12%	?	-3%	17%
Cc1cc(NC(=O)COC(=O)[C@@H](NS(=O)(=O)c2ccc(Br)cc2)C(C)C)no1	11%	-6%	5%	?	-2%	2%
CCOc1ccccc1N(CC(=O)Nc1cccc2ccccc12)S(C)(=O)=O	-6%	9%	-4%	-17	-13%	-6%
COc1cccc(NC(=O)CN2CCN(c3ccccc3F)CC2)c1	-3%	4%	-1%	-8	-21%	-5%
COc1ccc(OC)c(N2C(=NC(=O)C3CCCCC3)SC3CS(=O)(=O)CC32)c1 (configuration not stated)	4%	10%	-5%	0	-19%	-8%
Cc1ccc(NC(=O)CN2C(=O)CSc3ccc(S(=O)(=O)N(C)C)cc32)cc1C	.	.	-5%	1	3%	.
COc1cc(NC(=O)CSc2ncnc3sc4c(c23)CCCC4)c(C(=O)O)cc1OC	-16%	11%	4%	-12	-7%	5%
CN(CC(=O)Nc1cccc(Cl)c1)C1=NS(=O)(=O)c2ccccc21	-14%	-3%	.	-1	.	.
O=c1[nH]c2ccc(S(=O)(=O)N3CCN(Cc4ccccc4)CC3)cc2[nH]c1=O	-4%	20%	3%	1	1%	7%

Screens from PubChem.
